Source: PubChem BioAssay
esBAF inh: Bmi1 luciferase reporter increase in mESCs, primary screen, esBAF inhibitor project, mouse ES cells, Bmi1 luciferase knock-in, single point; 24 h; 100% = twice the neutral-well signal; reporter increase, % at 12.5 µM; hit rate 2% among 350,000; AID 602393, 2012; in the data active = activation above about 40%; inconclusive = no clear call, values can overlap the other calls;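 note: 0% = median of the plate's neutral control wells and 100% = double that signal; a rise in the Bmi1 reporter signal indicates esBAF inhibition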
EWS-Fli inh: EWS/Fli-driven NR0B1 reporter inhibitors, primary screen, A673 cells, NR0B1 luciferase, luminescence, MLPCN library | viability-normalised | inhibition, % at 12.6 µM | hit rate 0.67% among 350,000 | AID 651661, 2012;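 active = mean inhibition of at least 50% after viability correction, with every replicate also passing that limit; inconclusive = mean reaches 50% but only one of two replicates passes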;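 note: firefly luciferase signal divided by Alamar Blue viability fluorescence both relative to DMSO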
RAD54 branch: inhibitors of human RAD54 branch migration, primary screen, biochemical, fluorescence, single point; AID 602329, 2012; DNA repair and recombination protein RAD54-like (Homo sapiens), Q92698; inhibition, % at 10.4 µM; RAD54 Holliday junction branch migration, FAM/BHQ fluorescence; hit rate 0.14% among 360,000;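 active = mean normalized replicate activity at least 40 and at least half of replicates scoring 40 or more; inconclusive = only one of the two criteria met; inactive = mean below 40 and under half of replicates reaching 40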;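 note: 0% = median of neutral control wells and 100% = median of positive control wells; inhibitors cause a drop in the FAM fluorescence signal; in these data hits start at about 50%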
S100A4 inh HTS: inhibitors of S100A4-myosin IIA peptide binding, primary screen, biochemical, fluorescence polarization, TAMRA-MyoIIA peptide; Protein S100-A4 (Homo sapiens), P26447; inhibition, % at 10.7 µM; hit rate 0.14% among 360,000;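 active = mean inhibition of at least 70% across replicates, with every replicate also reaching that level; inconclusive = mean inhibition reaches 70% but some replicates fall short; inactive = mean inhibition below 70%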
Target sequence (P26447 whole entry, looked up): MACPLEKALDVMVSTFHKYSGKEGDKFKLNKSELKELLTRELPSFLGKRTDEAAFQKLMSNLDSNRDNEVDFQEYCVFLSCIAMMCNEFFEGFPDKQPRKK
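Test system: S100A4 monomer protein; Medium: HEPES pH 7.2 with CaCl2, KCl, NaCl, DTT, Triton; Probe or stimulus: TAMRA-labelled myosin IIA heavy-chain peptide probe, 5 nM; Doses: one dose per compound; Times: polarization read 5 min after assay mix addition, stable 5–60 min; Benchmarks: neutral control DMSO, positive control TFP.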
FN deposition inh: inhibitors of fibronectin matrix deposition, primary screen, AH1F cells, Alexa488-fibronectin fluorescence, plate reader | hit rate 0.086% among 350,000 | inhibition, % at 12.6 µM | AH1F fibroblasts, overnight | AID 743247, 2014;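 active = mean inhibition across replicates of 30% or more, regardless of how many single replicates reach that level; inconclusive = mean under 30% yet at least half of replicates reach 30%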;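 note: positive control wells lacked labelled fibronectin entirely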
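Assay system: AH1F fibroblasts / Quantity: 10000 cells per well / Medium: DMEM plus 2% serum, read in PBS / Reagent: labelled fibronectin 24 nM / Dosing: single dose, pinned / Times: 1 h cell attachment, overnight exposure to compound and label / Signal: fluorescence, ex 485 nm, em 525 nm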
E-selectin induc: E-selectin induction in HUVECs, primary screen, imaging, HUVEC, immunofluorescence imaging, single point; activation, % at 7.58 µM; normalized: neutral wells 0, TNF-alpha wells 100; hit rate 0.37% among 260,000;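 active = mean E-selectin-positive cell signal at least 10% of the positive control, reached in at least 60% of replicates, without over 20% cell loss; inconclusive = no rule given, readout overlaps actives, possibly toxicity-flagged; inactive = the rest, including those meeting only one limit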;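 note: in these data hits start at about 27%; measured in HUVEC primary endothelial cells; signal is the percent of cells scored E-selectin positive by PE staining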
Target sequence (P16581 whole entry, looked up): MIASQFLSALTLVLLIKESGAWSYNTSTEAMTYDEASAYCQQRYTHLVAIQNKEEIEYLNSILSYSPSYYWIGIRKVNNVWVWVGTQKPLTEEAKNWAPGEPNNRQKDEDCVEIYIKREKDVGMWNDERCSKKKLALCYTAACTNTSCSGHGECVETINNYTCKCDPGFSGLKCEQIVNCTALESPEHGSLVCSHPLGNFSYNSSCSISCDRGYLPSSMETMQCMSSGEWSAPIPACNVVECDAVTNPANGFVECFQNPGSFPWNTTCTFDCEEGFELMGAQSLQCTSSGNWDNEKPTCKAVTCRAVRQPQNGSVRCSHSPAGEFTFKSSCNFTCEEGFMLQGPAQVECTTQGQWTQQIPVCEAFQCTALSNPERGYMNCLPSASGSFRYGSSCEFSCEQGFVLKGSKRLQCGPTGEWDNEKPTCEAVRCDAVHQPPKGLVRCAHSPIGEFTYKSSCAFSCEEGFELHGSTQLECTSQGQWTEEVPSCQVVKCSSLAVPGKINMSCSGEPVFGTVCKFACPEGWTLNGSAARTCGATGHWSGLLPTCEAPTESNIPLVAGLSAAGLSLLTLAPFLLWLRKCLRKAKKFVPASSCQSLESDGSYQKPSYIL
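Assay system: HUVEC, human umbilical vein endothelial cells / Amount: 3,000 HUVEC/well / Controls: TNF-alpha positive control, DMSO neutral control / Compound dosing: single concentration / Medium: EGM-2 over gelatin coat / Evaluation: percent E-selectin-positive cells / Signal: immunofluorescence imaging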
Xi reactivation: activators of inactive X chromosome reactivation, primary screen, imaging, XiGFP fibroblasts, GFP high-content imaging, set 2. XiGFP mouse fibroblasts, % GFP-positive cells imaging, 3 d; cells co-treated with 5-aza-dC sensitizer; scaled so ellipticine positive control = 100%. activation, % at 7.58 µM. hit rate 0.055% among 360,000. AID 743238, 2013;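 active = mean normalized replicate activation at least 10% and every replicate at or above 10%; inconclusive = only one of the two criteria met; inactive = mean below 10% and not all replicates reach 10%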;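 note: 0% = median of on-plate neutral control wells and 100% = ellipticine 6 µM median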
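assay system = SV40-immortalized XiGFP fibroblast cells, line 68-5-11 | buffer or medium = DMEM plus 5-aza-dC sensitizer | doses = single-point pinned compound dosing | times = 3-day compound exposure, then 15 min fixation at room temperature | benchmarks = positive control ellipticine, 6 µM final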
RAD52 anneal inh: RAD52 DNA annealing inhibitors, primary screen, biochemical, FRET, single point, set 2 | DNA repair protein RAD52 homolog (Homo sapiens), P43351 | inhibition, % at 18.7 µM | AID 651710, 2012 | recombinant RAD52 DNA annealing, FRET fluorescence | hit rate 0.46% among 360,000;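 active = every replicate showing at least 50% inhibition; inconclusive = mean inhibition at least 50% but not in every replicate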
An asterisk follows results filed as active; ? = inconclusive; . = no result given.

Each structure is followed by: esBAF inh	EWS-Fli inh	RAD54 branch	S100A4 inh HTS	FN deposition inh	E-selectin induc	Xi reactivation	RAD52 anneal inh
CC(CC(=O)N(C)C1CCCCC1)S(=O)(=O)c1ccc2c(c1)NC(=O)CO2 (stereo not given)
    -2	-1	9	2	0	6.6	0.2	-1
CC(C)NC(=O)Nc1ccc2c(c1)C(=O)N([C@H](C)CO)C[C@@H](C)[C@@H](CN(C)C(=O)Nc1cccc3ccccc13)O2
    -1	.	4	-7	.	.	-1.2	1
O=C(Nc1ccc(OC(F)(F)F)cc1)c1ccccc1-n1cnnn1
    -7	0	8	-1	0	.	0.1	-13
CNC[C@@H]1OCCCC[C@@H](C)Oc2ccc(NS(=O)(=O)c3cn(C)cn3)cc2C(=O)N([C@@H](C)CO)C[C@@H]1C
    1	-6	-19	.	.	0.4	0.0	.
CC1(c2ccccc2Br)NC(=O)N(CC(=O)NC2CCCCC2)C1=O (stereo not given)
    0	-2	5	-1	-5	0.1	0.4	-9
N#Cc1ccc(C23OCCN2CCn2c3c3ccccc3[n+]2[O-])cc1 (stereo not given)
    3	10	-2	3	3	0.8	0.0	-29
CC(=O)NC(Cc1ccc(C)cc1)C(=O)NC1CCN(S(=O)(=O)c2ccccc2)CC1 (stereo not given)
    2	4	-3	-1	7	-0.1	0.2	-4
COc1ccc(Cl)cc1S(=O)(=O)N(C)CC(=O)N1CCCC1
    4	-8	-1	-2	0	.	0.1	12
C[C@@H]1CN([C@H](C)CO)C(=O)c2cc(NS(=O)(=O)c3ccccc3)ccc2O[C@H]1CN(C)S(=O)(=O)c1ccc(F)cc1
    1	-2	.	.	.	-0.3	-0.2	.
COc1ccccc1OCc1ccc(C(=O)Nc2ccccc2)cc1
    79*	-69	9	0	-1	.	0.1	-8
CO[C@H]1CN(C)C(=O)c2cc(NC(=O)C3CCCC3)ccc2OC[C@H](C)NC[C@H]1C
    -1	-13	1	-9	19	0.1	0.0	-19
COc1ccc(C(=O)OCC(=O)Nc2ccc(N3CCOCC3)cc2)cc1OC
    0	-3	10	-1	4	.	0.4	-4
O=C1c2ccccc2-c2c1c1ccccc1c(=O)n2-c1ccccc1
    .	-5	.	-10	0	0.9	0.0	6
Cc1cccc2c(=O)c(C(=O)NCCc3ccccc3)c[nH]c12
    52*	-58	6	-16	4	.	0.0	-2
Cc1cc(-c2nnc(SCC(=O)NC3CC3)n2C(C)C)cs1
    .	1	-3	-3	2	0.0	0.0	-18
O=C1NC(=S)NC1(c1ccccc1)c1ccccc1
    13	-5	.	1	8	.	-0.1	-9
COc1ccc(CCNC(=O)C2=CCN(S(=O)(=O)c3ccc(F)cc3)CC2)cc1OC
    -6	.	7	-9	-2	.	-0.1	-14
CSc1nccc(NC(=O)c2cccc(Br)c2)n1
    3	4	-13	-2	-9	2.0	0.1	6
CCN(CC)S(=O)(=O)c1cc(NC(=O)c2cc([N+](=O)[O-])ccc2N2CCOCC2)ccc1C
    -4	.	10	1	9	-0.2	0.0	-7
C[C@H](CO)N1C[C@H](C)[C@H](CN(C)Cc2ccc(Oc3ccccc3)cc2)Oc2c(NC(=O)c3cnccn3)cccc2C1=O
    3	-1	-1	17	.	0.4	-0.5	10
CC(=O)c1ccc(S(=O)(=O)N(C)CC(=O)NCC2CCCCC2)cc1
    15	-29	7	1	9	.	0.0	-2
Cc1ccc2nc(COc3ccc(Cl)cc3)cc(=O)n2c1
    .	-64	.	-4	-12	2.0	0.1	-5
COc1ccc(CN(C)C[C@@H]2OCCCC[C@@H](C)Oc3ccc(NS(=O)(=O)c4cccs4)cc3C(=O)N([C@H](C)CO)C[C@@H]2C)cc1
    2	-8	2	-2	.	0.0	0.2	8
Cc1cccc(Nc2nc(-c3ccccc3)c(C(=O)Nc3cccnc3)s2)c1
    .	-28	.	4	-5	.	0.0	4
CC(C)OCCCNC(=O)C(NC(=O)c1ccc(Cl)cc1)C(C)C (stereo not given)
    .	-6	.	3	.	.	0.0	-14
CNC(=O)C[C@@H]1CC[C@@H]2[C@@H](COc3ccc(NC(=O)NC4CCCC4)cc3C(=O)N2C)O1
    -1	-3	5	-11	3	0.2	0.3	12
CCCCOc1ccc(-c2nnc(N)s2)cc1
    .	-21	.	-16	-3	-1.5	0.2	-2
CCCCNC(=O)N(O)C1N(CCCC)C(=O)N(CC(=O)OC)C1(C)C (stereo not given)
    -7	11	-9	-3	.	.	.	-1
O=c1[nH]c2nc(Br)[nH]c(=O)c2[nH]1
    1	-9	-14	2	-17	0.0	0.0	1
Cc1ccccc1-n1ncc2c1CC(C)(C)CC2NC(=O)CCN1Cc2ccccc2C1=O (stereo not given)
    2	8	1	3	4	.	0.3	-6
CN(C)/C=C/C(=O)c1ccc(Cl)s1
    .	-15	.	1	2	-0.5	0.2	-25
COc1ccc(N2CCN(CC(=O)Nc3ccc(SC(F)F)cc3)CC2)cc1
    .	0	.	-2	-6	0.0	0.4	-9
CCOC(=O)C1CCCN(C(=O)c2cc(Cl)ccc2NC(=O)C2=C(C)OCCS2)C1 (stereo not given)
    -10	6	0	-9	7	-0.2	0.2	-15
C=CCSC1=C(C#N)C(c2ccc(C(C)C)cc2)CC(=O)N1 (stereo not given)
    -1	0	-2	9	-8	-0.1	-0.2	-10
Cc1ccc(Nc2ccccc2N)cc1
    -4	3	2	-13	6	0.2	0.2	-9
Cc1c(C(=O)NCCC2=CCCCC2)oc2ccc(S(=O)(=O)N3CCOCC3)cc12
    4	.	4	.	-6	2.2	.	.
CC(C)Cc1nccs1
    -11	-6	1	-5	.	.	.	-5
CCOC(=O)c1cc2c(C)n(-c3ccc(OCC)cc3)c(C)c2cc(C(=O)OCC)c1=O
    .	0	.	4	1	-2.2	0.8	-21
N#Cc1ccc(NC(=S)/N=C(\N)c2ccccc2)cc1
    ?	-68	2	-1	7	-0.7	0.1	3
O=C(CCOc1ccccc1)Nc1ccnn1C1CCN(Cc2ccccc2)CC1
    9	.	2	2	11	0.8	0.1	-3
CCN(c1ccccc1)S(=O)(=O)c1cc2c(cc1C)NC(=O)CO2
    -5	5	7	-1	1	0.1	0.1	-10
O=C(COC(=O)c1c2c(nc3ccccc13)CCCC2)c1ccc(Br)s1
    .	16	.	-1	2	.	0.0	-20
CC(C)C#Cc1cnc2c(c1)C(=O)N([C@H](C)CO)C[C@H](C)[C@@H](CN(C)C(=O)c1ccc3c(c1)OCO3)O2
    -2	-2	0	1	-10	-0.3	0.1	6
CCCNC(=O)C[C@H]1C[C@@H]2c3cc(NS(=O)(=O)c4ccc(OC)cc4)ccc3O[C@@H]2[C@@H](CO)O1
    0	-4	-5	.	-19	-0.4	-0.1	.
O=C(NCCc1ccc2c(c1)OCCO2)c1cccc(F)c1
    .	-8	.	0	-4	-0.8	0.0	-11
CC(=O)N(C)C[C@@H]1Oc2cc(C#CC3CCCC3)ccc2S(=O)(=O)N([C@@H](C)CO)C[C@H]1C
    11	3	-7	11	-113	0.2	0.0	2
CC(C)Oc1ccc(CN2CCC2(C)C(=O)NCc2ccc(C(F)(F)F)cc2)cc1 (stereo not given)
    -1	15	-7	2	1	0.2	0.0	-2
CC1=NN(c2ccccc2)C(=O)C1C=Nc1ccccc1O (stereo not given)
    5	24	.	-5	-7	.	-0.1	-12
CCCC#Cc1cnc2c(c1)C(=O)N([C@H](C)CO)C[C@H](C)[C@H](CN(C)C(=O)c1ccccc1)O2
    0	6	1	-5	-6	0.3	0.4	-7
CCOCCCNC(=O)/C(C#N)=C/c1cc(C)c(O)c(C)c1
    .	22	.	-6	3	4.0	0.0	-13
C[C@@H]1CN([C@@H](C)CO)S(=O)(=O)c2ccc(-c3ccccc3)cc2O[C@@H]1CN(C)C(=O)CN(C)C
    -4	-4	8	19	1	0.1	0.3	14
O=C(Cc1ccccc1)Nc1ccc(N2CCOCC2)cc1
    .	-35	.	1	7	-0.1	0.0	-1
O=C1CSc2cc(Cl)ccc2N1
    -2	1	.	0	.	0.2	0.7	-13
COCCCN1CN=C(Nc2nc3ccccc3o2)NC1
    ?	-16	-7	0	0	4.2	-0.1	-7
CCOc1ccccc1NC(=O)c1ccc(C(=O)Nc2ccccc2OCC)nc1
    -4	-5	2	-2	17	0.1	0.3	-15
CCOc1ccc(CCNc2ccc3nnc(-c4ccccc4)n3n2)cc1OCC
    -12	-3	-12	0	-2	2.5	0.0	-7
CCCC12CN3CC(C)(CN(C1)C3c1cccs1)C2=O (stereo not given)
    .	-2	12	-4	-10	2.8	0.3	-12
CC(Cl)C(=O)NN=C(c1ccccc1)c1ccccc1 (stereo not given)
    -3	15	-3	-2	2	-0.4	0.0	5
Cc1cc(C(=O)COC(=O)CC(NC(N)=O)c2ccc(Cl)cc2)c(C)n1C (stereo not given)
    10	-4	-4	-1	-9	.	0.0	-35
COc1ccc(S(=O)(=O)N(C)C[C@@H]2Oc3ccc(NC(=O)Cc4cn(C)c5ccccc45)cc3CC(=O)N([C@H](C)CO)C[C@H]2C)cc1
    7	1	-2	-7	.	-0.1	-0.4	2

Later entries
Each structure is followed by: esBAF inh	EWS-Fli inh	RAD54 branch	S100A4 inh HTS	FN deposition inh	E-selectin induc	Xi reactivation	RAD52 anneal inh
NNC(=O)C1=NOC2COC3(CCN(c4ncccn4)CC3)OCC12 (stereo not given)
    .	1	.	-2	-9	.	0.0	-29
COc1ccc(NC(=O)N(C)C[C@H]2Oc3ccc(NC(=O)Nc4ccccc4)cc3CC(=O)N([C@H](C)CO)C[C@@H]2C)cc1
    0	5	-12	-3	-11	-0.1	0.1	3
CCOC(=O)c1ccccc1NC(=O)/C=C/C(=O)O
    .	-30	2	-8	-10	.	0.1	-10
COC(=O)c1cc(C(=O)OCC(=O)c2ccc3c(c2)NC(=O)CO3)cc([N+](=O)[O-])c1
    -4	6	-3	-4	0	-0.5	0.0	-22
